H9c2 TAG inh: reduces triacylglycerol accumulation in H9c2 cells; Nile Red lipid (TAG) fluorescence; cells loaded with 200 µM oleic acid; inhibition, % at 12.5 µM; actives 0.66% (n = 230,000);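 active means pattern-corrected inhibition of lipid staining of at least 50% with the nuclear-stain viability signal not falling by more than 50%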;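 further: 0% = DMSO wells and 100% = triacsin C control wells; some results filed as inactive read as strong as hits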
H9c2 TAG inh DAPI viability: also measured in H9c2 TAG inh; calls as there; DAPI nuclei signal change (viability), lower = more cytotoxic, %;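 whole-well DAPI fluorescence read on a plate reader as a viability signal; minus 50 percent equals half of cells still viable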
* hit, by the source's call. An excerpt; count on the stated rates, not on these rows.

The first 2 entries, to show the layout:
SMILES	H9c2 TAG inh	H9c2 TAG inh DAPI viability
CC1CCC2(CC1)NC(=O)N(CC(=O)c1cccn1C)C2=O (stereo not drawn)	5.2	-3.1
COc1cccc(C(=O)C2CCCN(Cc3cn(C)nc3-c3ccccc3)C2)c1 (stereo not drawn)	-18.9	12.7

The whole of this part, repeating the preview:
SMILES	H9c2 TAG inh	H9c2 TAG inh DAPI viability
CC1CCC2(CC1)NC(=O)N(CC(=O)c1cccn1C)C2=O (stereo not drawn)	5.2	-3.1
COc1cccc(C(=O)C2CCCN(Cc3cn(C)nc3-c3ccccc3)C2)c1 (stereo not drawn)	-18.9	12.7
Cc1cccc(NS(=O)(=O)c2ccc(C(=O)NCC(c3ccccc3)N(C)C)cc2)c1C (stereo not drawn)	8.4	-1.3
COc1ccc(C2NC(=O)c3n[nH]c(C)c32)c(OC)c1 (stereo not drawn)	-0.2	-7.2
S=C(NCCc1ccccc1)Nc1ncccn1	-17.7	10.5
CC(C)Oc1ccc(C2CC(=O)N(c3ccc(C(=O)O)cc3)C2=O)cc1 (stereo not drawn)	-6.2	7.0
Cc1nc(C/C(=N\N)c2ccc(O)cc2O)cs1	92.4	-60.5
COc1cccc(S(=O)(=O)N(C)C[C@@H]2OCc3cnnn3CCCC(=O)N([C@@H](C)CO)C[C@@H]2C)c1	6.3	-1.6
Cc1cccc(NC(=O)C(c2ccccc2Cl)N2CCOCC2)c1 (stereo not drawn)	-17.8	-2.1
NC(=O)CN1CCN(S(=O)(=O)c2ccc(Br)cc2)CC1	124.7	-84.2
COC(=O)Nc1ccc(S(=O)(=O)N2CCCC(C(=O)NCC3CCCO3)C2)cc1 (stereo not drawn)	-9.0	4.4
O=C(CN(Cc1ccccc1)C(=O)CCl)c1cccc(Br)c1	8.2	0.9
CN(C)c1ccc(NC(=O)CCCc2ccccc2)cc1	4.6	-3.3
Cc1[nH]n(-c2ccccc2)c(=O)c1C=NCc1ccncc1	-17.3	-3.2
COC(=O)c1cccc(NC(=O)CCc2cc(OC)c(OC)c(OC)c2)c1	-9.6	5.7
CCOC(=O)c1ccc(NC(=O)C(=O)NCC2(c3ccc(OC)cc3)CCOCC2)cc1	9.9	2.0
CC(=O)Nc1ccc(N2CCN(C(=O)c3cccs3)CC2)cc1	7.3	1.8
CCCOc1ccc(C(O)CCNC(CC(=O)O)c2ccccc2)cc1 (stereo not drawn)	-0.1	-2.9
CC(=O)c1ccc(S(=O)(=O)N2CCN(c3nn(C)c(=O)n(C)c3=O)CC2)cc1	9.0	2.6
C[C@@H](C(=O)Nc1nccs1)N1C(=O)C2CC=CCC2C1=O (stereo partly drawn)	-2.9	-1.4
Cc1ccc(N(C)S(=O)(=O)c2cccc(C(=O)N3CCN(Cc4ccccc4)CC3)c2)cc1	0.6	-0.2
CC1=NCCN1S(=O)(=O)c1cccc([N+](=O)[O-])c1	-2.2	10.3
O=C(Nc1ccc2c(c1)OCCO2)c1cnc2n(c1=O)CCS2	17.0	-11.3
Cc1ccccc1CN(C)C(=O)[C@H](Cc1ccccc1)NC(=O)c1ccco1	15.8	-20.5
CC(C)C(NS(=O)(=O)c1ccc2c(c1)C(C)(C)C(=O)N2C)C(=O)NCc1ccccc1Cl (stereo not drawn)	-3.0	-6.6
COc1ccc(CCN2C(=O)CC(N3CCC(C(N)=O)CC3)C2=O)cc1OC (stereo not drawn)	-0.9	12.2
COc1cccc(NC(=O)c2cc3c(=O)n4ccccc4nc3n(CC(C)C)c2=N)c1	16.9	4.3
CCN(CC(=O)NCc1ccc(Cl)cc1)C(=O)CCC(=O)c1ccc(F)cc1	-14.9	4.9
COc1ccccc1-c1noc2ncnc(Nc3cccc(C)c3)c12	13.7	-1.9
COc1cc(OC)cc(C(=O)Nc2cccc3ccccc23)c1	-8.5	-0.5
CCC(C)Sc1nc(C)nc2c1c(=O)n(C)c(=O)n2C (stereo not drawn)	2.9	-5.4
COc1cc(C(=O)OCC(=O)Nc2ccccc2C(=O)NC2CC2)c([N+](=O)[O-])cc1OC	8.0	-3.8
Cc1nc2sc3c(O)cc(=O)[nH]c3c2c(C)c1C	-0.2	5.0
CC(C)(C)NC(=O)CN1C(=O)/C(=C/c2ccccc2)SC1=S	-11.1	7.0
O=C(C1CCCN(S(=O)(=O)c2cccnc2)C1)N1CCn2c1nc1ccccc12 (stereo not drawn)	1.1	5.5
O=C(NCC(O)c1ccccc1)c1cccc(S(=O)(=O)N2CCOCC2)c1 (stereo not drawn)	12.6	-1.9
CC(Cc1ccccc1)C(=O)N1CCN(C)CC1 (stereo not drawn)	3.1	-1.7
CCCCOC(=O)c1ccc(NC(=O)C(=O)NCc2ccco2)cc1	17.5	-16.7
Cc1cc(N2CCCCC2)nc(-c2ccc(Br)cc2)n1	3.0	18.2
CCN1CCN(S(=O)(=O)c2ccc(Cl)c(C(=O)NCc3ccco3)c2)CC1	-4.4	4.0
COc1ccc(CCNS(=O)(=O)c2cnc(Cl)c(Br)c2)cc1OC	-8.6	11.9
CCOC(=O)c1ccc(COC(=O)c2ccc(-c3nnc(-c4ccccc4)o3)cc2)o1	8.4	4.6
N/C(=N\OC(=O)/C=C/c1ccccc1)c1ccncc1	6.8	1.2
OC(COC(c1ccccc1)c1ccccc1)CN1CCOCC1 (stereo not drawn)	-1.2	8.0
S=C(NC1CCCCC1)N1CCCCC1	-10.1	2.4

3 compounds picked at random from those above:
SMILES	H9c2 TAG inh	H9c2 TAG inh DAPI viability
CCN1CCN(S(=O)(=O)c2ccc(Cl)c(C(=O)NCc3ccco3)c2)CC1	-4.4	4.0
CCC(C)Sc1nc(C)nc2c1c(=O)n(C)c(=O)n2C (stereo not drawn)	2.9	-5.4
CCOC(=O)c1ccc(COC(=O)c2ccc(-c3nnc(-c4ccccc4)o3)cc2)o1	8.4	4.6

The list continues:
SMILES	H9c2 TAG inh	H9c2 TAG inh DAPI viability
O=C(O)CCNS(=O)(=O)c1ccccc1	-0.3	3.4
Cc1oc2ccc(OS(C)(=O)=O)cc2c1C(=O)OC(C)C	10.4	-9.5
CCn1c(SCC(=O)N2CCCc3ccccc32)nnc1-c1ccoc1C	-6.5	-6.0
COc1ccc(NS(=O)(=O)c2cccc(C(=O)NNC(=O)CNC(=O)c3ccc(C)cc3)c2)cc1	-12.0	-6.2
Cc1ccccc1S(=O)(=O)Cc1ccc(C(=O)N2CCN(c3ncccn3)CC2)o1	2.4	-4.2
O=C1c2ccccc2-c2nnc(-c3ccc(O)cc3)cc21	-0.6	-8.3
COc1ccc(C(CCNCc2ccc(OC)c(OC)c2)c2ccc(F)cc2)cc1 (stereo not drawn)	13.2	-0.9
Cc1ccc(S(=O)(=O)N2CCN(C(=O)CN3CCOCC3)C2)cc1	-14.9	5.8
Cc1ccc(CN2CCN(C(=O)c3cccc4ccccc34)CC2)cc1	-15.8	6.3
O=C(CCc1nc2ccccc2c(=O)[nH]1)OCc1ccc(Cl)cc1Cl	6.8	-10.3
O=C(C1CC1)N1CCc2cc(Br)cc(S(=O)(=O)NCc3ccco3)c21	11.4	-2.6
CCOC(=O)CSc1n[nH]c(-c2cccnc2)n1	8.6	-3.3
O=C(O)c1ccc(CNC(=O)c2ccc(C(F)(F)F)cc2)cc1	-16.2	1.1
O=S1(=O)C=CC(Nc2ccccc2)C1 (stereo not drawn)	16.5	2.5
CC(Sc1nnc(-c2cccs2)n1-c1ccccc1)C(=O)NCc1ccco1 (stereo not drawn)	-2.5	-0.4
CSc1ccccc1NC(=O)C1(C)CCN1C(=O)Cc1ccc(-c2ccccc2)cc1 (stereo not drawn)	5.9	-1.6
COc1ccc(NC(=S)N2CCN(S(C)(=O)=O)CC2)cc1	1.9	-0.1
O=C(c1cc2nc(-c3ccco3)cc(C(F)(F)F)n2n1)N1CCN(c2ccccn2)CC1	7.9	4.4
C=CCn1c(SCC(=O)c2c(N)n(C)c(=O)n(C)c2=O)nnc1-c1ccncc1	5.7	0.6
Cc1cc(S(=O)(=O)NCc2ccc(N3CCN(C)CC3)cc2)c(C)s1	-18.8	10.7
CC(C)c1nnc(NC(=O)C2CCN(S(=O)(=O)c3ccc(-n4cnnn4)cc3)CC2)s1	6.3	3.3
Brc1ccc(-c2csc(N3CCOCC3)n2)cc1	-0.2	0.5
Cc1ccc(N2C(=O)C3C4CCC(O4)C3C2=O)c(OC(F)F)c1 (stereo not drawn)	-4.6	2.3
CCC(C(=O)OC)n1cnc2scc(-c3ccc(C)c(C)c3)c2c1=O (stereo not drawn)	-13.3	6.5
COc1ccccc1NS(=O)(=O)c1cc(NC(=O)Cc2n[nH]c(=O)c3ccccc23)ccc1Cl	-18.1	6.1
COc1ccc(C)cc1NC(=O)CSc1ccc(-c2ccccn2)nn1	-28.6	-5.7
CC1(C)CC(=O)C=C(c2ccccc2CO)C1=O	-16.1	-1.2
COCC1CCN(C(=O)c2ccc3oc(Cc4ccccc4)nc3c2)C1 (stereo not drawn)	-5.7	-9.7
COc1ccc(/C=C/C(=O)OCc2cccc([N+](=O)[O-])c2)cc1	-9.6	3.3
O=C(CNC(=O)c1sc2ccccc2c1Cl)NC1CC1	-2.6	4.4

Filtered by structure, the entries above containing a CF3 group (2)
SMILES	H9c2 TAG inh	H9c2 TAG inh DAPI viability
O=C(O)c1ccc(CNC(=O)c2ccc(C(F)(F)F)cc2)cc1	-16.2	1.1
O=C(c1cc2nc(-c3ccco3)cc(C(F)(F)F)n2n1)N1CCN(c2ccccn2)CC1	7.9	4.4

Complete entries from above. Order of screens: H9c2 TAG inh | H9c2 TAG inh DAPI viability
Profile of COc1ccc(C(CCNCc2ccc(OC)c(OC)c2)c2ccc(F)cc2)cc1 (stereo not drawn) = 13.2 | -0.9
Profile of COCC1CCN(C(=O)c2ccc3oc(Cc4ccccc4)nc3c2)C1 (stereo not drawn) = -5.7 | -9.7
Profile of CCCOc1ccc(C(O)CCNC(CC(=O)O)c2ccccc2)cc1 (stereo not drawn) = -0.1 | -2.9
Profile of COc1cccc(NC(=O)c2cc3c(=O)n4ccccc4nc3n(CC(C)C)c2=N)c1 = 16.9 | 4.3
Profile of O=S1(=O)C=CC(Nc2ccccc2)C1 (stereo not drawn) = 16.5 | 2.5

Next structures:
SMILES	H9c2 TAG inh	H9c2 TAG inh DAPI viability
O=C(CCn1c(=O)oc2ccccc21)Nc1nc2ccccc2s1	-1.5	-1.4
CCC(c1nnnn1Cc1ccc(OC)cc1)N(CCCO)Cc1cc2cc3c(cc2[nH]c1=O)OCO3 (stereo not drawn)	19.4	-2.5
COc1ccc(C(=O)O)cc1S(=O)(=O)NCc1ccncc1	-9.5	1.6
CCOC(=O)CNC(=S)NN(C)C	-4.5	0.0
CCC1CCCCN1C(=O)COc1ccc(F)cc1 (stereo not drawn)	-25.7	-5.8
O=c1[nH]cnc2c1N1CCC2CC1	-3.4	-2.2
COc1ccc(CNC(=S)Nc2ccc(F)c(Cl)c2)cc1	2.6	-4.4
COc1cc(CC(=O)NCc2ccco2)cc(OC)c1OC	11.1	-5.8
CCc1ccc(N2CC(C(=O)Nc3ccc(OC)c(S(=O)(=O)N4CCOCC4)c3)CC2=O)cc1 (stereo not drawn)	-3.5	-1.9
COc1ccc(CNC(=O)COC(=O)CO/N=C(\C)c2ccc3c(c2)OCO3)cc1	6.3	-0.6
COc1ccc(N(CC(=O)O)S(C)(=O)=O)cc1OC	3.4	10.8
CCn1nc(C)c(/C=N/NC(=O)Cn2nnnc2N)c1C	-9.2	4.7
CC(Sc1nc(N)cc(=O)[nH]1)C(=O)Nc1ccc(N2CCOCC2)cc1 (stereo not drawn)	5.2	-3.2
O=C(Nc1nc2ccccc2s1)c1c(F)cccc1Cl	1.6	2.6
Cc1noc(C)c1NC(=O)NCCN1CCN(Cc2ccccc2)CC1	4.4	-8.1
COc1ccc(CCNC(=O)COc2ccc(C)nc2[N+](=O)[O-])cc1OC	-9.4	5.2
CCn1cnc2c(Nc3cc(F)cc(F)c3)nc(C#N)nc21	2.7	5.8
O=C(CCCc1nc(-c2ccccc2Cl)no1)NC1CCCCC1	29.1	-7.2
CCOC(=O)C1CC(=O)c2ccccc2C1c1ccccc1 (stereo not drawn)	-17.3	8.1
COc1ccc(CNCc2ccc([N+](=O)[O-])cc2)cc1OC	5.4	-3.6
NNC(=O)Cc1csc(-c2ccccc2)n1	9.3	5.4
Cc1nc(-c2ccccc2)sc1C1(C)CC(c2cccc(F)c2)=NO1 (stereo not drawn)	-4.7	-8.2
CC(=O)c1c(OC(=O)c2ccco2)c2ccccc2n1C	8.6	-12.3
COc1ccccc1NC(=S)N1CCCCCC1	-2.6	4.7
COc1ccc2c(c1)OC[C@H]1[C@H]2N2C(=O)CN(CC3CCCO3)C(=O)[C@@]2(C)[C@H]1c1ccccc1 (stereo partly drawn)	4.7	3.8
CCCOc1cccc(C2/C(=C(/O)c3ccc(OC)cc3)C(=O)C(=O)N2CCN(C)C)c1 (stereo not drawn)	8.1	-9.5
O=C(O)/C=C\c1cc2c(cc1[N+](=O)[O-])OCO2	3.1	0.6
C=CCC[C@@H](Cc1ccc(F)cc1)C(=O)OC[C@@H]1CCCN1C(=O)[C@@H](CC=C)CC(=O)N(CCO)Cc1ccccc1	43.1	-5.5
Cn1cccc1C(=O)c1ccc(Cl)cc1Cl	6.9	-17.1
O=C(NCC(c1ccco1)N1CCCC1)c1cccc(S(=O)(=O)N2CCc3ccccc32)c1 (stereo not drawn)	11.3	-0.8
Cc1ccc(NC(=O)CCl)cc1S(=O)(=O)N1CCCCCC1	16.2	-19.8
CCc1ccc(CN2CCC(n3nccc3NC(=O)c3ccccc3Cl)CC2)cc1	9.4	-2.7
COc1ccc(NC(=S)NC(=O)c2cncc(Br)c2)cc1	0.5	-6.2
O=S(=O)(Nc1cccc(Cl)c1)c1ccc(-n2cccn2)cc1	-14.3	6.0
CCN1C(=O)/C(=C\c2cn(-c3ccccc3)nc2-c2cccnc2)SC1=S	15.6	-20.5
COc1ccc(C(=O)c2ccc(C)cc2)c(OC)c1OC	-29.8	0.4
CCc1ccc(N(C(=O)Cn2nnc(-c3ccccc3)n2)C(C(=O)NC2CCCCC2)c2ccccn2)cc1 (stereo not drawn)	-21.0	12.6
Nc1c(NC=O)c(=O)n(Cc2ccccc2)c(=O)n1Cc1ccccc1	-7.5	2.4

Source: PubChem
